FLuc counter – inhibits or activates purified firefly luciferase, miR-21 counter-screen. AID 588342. purified FLuc, Km substrates, luminescence inhibition. Potency, µM (top dose mostly 57.5 µM), inactives show top-dose activity change, negative = inhibition, actives largely listed as inhibitors. 360,000 compounds, 6.9% hits. P08659;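 further: potency means the concentration at half of the fitted maximal effect; plate controls were vehicle for no effect and reference inhibitor for full effect; nearly all actives have a fitted effect of over 55% in size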
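Biochemical qHTS of compounds, final roughly 60 µM downward over six points, against 10 nM purified firefly luciferase using Km concentrations of substrates (10 uM D-luciferin, 10 uM ATP) in Tris acetate pH 7.5 buffer; luminescence output.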
Rab9 prom act – activators of Rab9 promoter | Huh7 Rab9 promoter-luciferase reporter, luminescence, 24 h | Potency, µM (top dose mostly 9.22 µM), for inactives: at the highest dose activation, negative = inhibition, actives largely listed as activators | 320,000 compounds, 2.8% hits; further: potency means the concentration at half of the fitted maximal effect; % of control where 0% means no effect; nearly all actives have a fitted effect of over 60% in size
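Measured in stably transfected Huh7 cells bearing a Rab9 promoter–luciferase construct: 24 h compound treatment at 37 °C, followed by luminescence detection.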
Giardia killer – Giardia lamblia killing | Giardia lamblia trophozoite viability | AID 540267 | 340,000 compounds, 0.15% hits | activity change, % at 7.66 µM, hits read low; in the data active means activity change below about -80%; inconclusive means between about -30% and that limit;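 further: parasites exposed to compound for two days anaerobically before the ATP read; on the % scale 0 is the no-effect control and ±100 the full control effect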
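ATP-content bioluminescence gauges trophozoite survival. Cells (100/well) receive compound and incubate anaerobically for 48 hrs at 37 deg C; detection reagent follows for 15-30 min at room temperature.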
BRCA1 expr act – activators of BRCA1 expression | MCF7-BRCA1-FFLuc reporter, luminescence, 48 h; response scale: scaled: vehicle 0%, 10 µM genistein 100% | Potency, µM (top dose mostly 46.1 µM), for the others: at the top dose activation, hits mostly activators | 380,000 compounds, 1.1% hits | AID 624202; further: potency means the concentration at half of the fitted maximal effect; nearly all actives have a fitted effect of over 80% in size; some results filed as inactive show a strong effect at the top dose
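48 h compound treatment of MCF7-BRCA1-FFLuc cells (phenol-red free MEM, 37 °C), then 15 min with luciferase substrate and luminescence imaging.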
NPC1 promoter act – activators of NPC1 promoter | 320,000 compounds, 2.4% hits | AID 485313 | Huh7 NPC1 promoter luciferase reporter, 24 h | Potency, µM (top dose mostly 9.22 µM), for the others: at the top dose activation, usual class: activators;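 further: potency means the concentration at half of the fitted maximal effect; % of control where 0% means no effect; nearly all actives have a fitted effect of over 60% in size; reporter is driven by a mutant NPC1 promoter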
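Luciferase expression driven by the NPC1 promoter was measured in stably transfected Huh7 cells after a 24 h compound incubation, using a luciferase reagent and a luminescence read.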
RORgamma inh – inhibitors of mouse ROR gamma transcriptional activity. Potency, µM (titrated, usually from 53.6 µM), inactives show at the top dose activity change, negative = inhibition, most hits filed as inhibitors. P51450. 310,000 compounds, 5.4% hits. Drosophila S2 Gal4-RORgamma UAS-luciferase reporter, 20 h; further: potency means the concentration at half of the fitted maximal effect; on the % scale 0 is the no-effect control and ±100 the full control effect; nearly all actives have a fitted effect of over 60% in size
Target sequence (P51450 whole entry, looked up, the tested form may be a part): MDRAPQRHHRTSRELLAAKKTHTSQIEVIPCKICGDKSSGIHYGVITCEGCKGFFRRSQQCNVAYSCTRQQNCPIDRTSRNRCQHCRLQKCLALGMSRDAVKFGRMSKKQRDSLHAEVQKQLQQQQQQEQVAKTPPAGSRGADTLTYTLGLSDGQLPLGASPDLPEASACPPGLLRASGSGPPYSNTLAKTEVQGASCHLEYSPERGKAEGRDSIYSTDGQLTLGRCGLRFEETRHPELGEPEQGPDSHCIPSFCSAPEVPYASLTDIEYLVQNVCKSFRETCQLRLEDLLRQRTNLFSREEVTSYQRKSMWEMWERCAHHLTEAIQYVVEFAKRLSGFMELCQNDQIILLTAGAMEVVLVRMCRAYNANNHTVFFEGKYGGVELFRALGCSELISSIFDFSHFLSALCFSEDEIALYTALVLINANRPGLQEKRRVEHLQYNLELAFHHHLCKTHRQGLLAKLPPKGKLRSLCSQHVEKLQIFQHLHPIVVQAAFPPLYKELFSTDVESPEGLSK
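In this cell-based reporter format, copper sulfate (700 uM final) drives Gal4–ROR gamma fusion expression from a metallothionein promoter in Drosophila Schneider cells; compounds preincubated 1 hr, reporter read after 20 hr at ambient temperature.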
VP16 counter – counter-screen for ROR gamma inhibitors: Gal4-VP16 reporter. 310,000 compounds, 3.5% hits. Potency, µM (series often up to 53.6 µM), inactives show at the highest dose activity, negative = inhibition, usual class: inhibitors. Drosophila S2 Gal4-VP16 UAS-luciferase, luminescence, 20 h;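 further: Gal4-VP16 expression switched on by copper sulfate through the metallothionein promoter; potency means the concentration at half of the fitted maximal effect; on the % scale 0 is the no-effect control and ±100 the full control effect; nearly all actives have a fitted effect of over 50% in size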
p53 reactivation – re-activators of mutant p53 | 320,000 compounds, 0.063% hits | H1299 p53-A138V BP100-luciferase reporter, luminescence, 24 h | Potency, µM (top dose mostly 92.2 µM), inactives show at the highest dose activity change, positive = activation, most hits filed as activators; further: potency means the concentration at half of the fitted maximal effect; % of control where 0% means no effect; nearly all actives have a fitted effect of over 45% in size
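H1299 (p53-null), stable ts p53-A138V + BP100-Luc; 1000 cells/well, Opti-MEM/10% FBS; cpd 4 pt, 1:5; 24 h, 37 deg C, 5% CO2; detection reagent 10 min RT; luminescence.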
Menin-MLL TR inh – displaces Texas Red mutant MLL peptide from human menin; Menin + Texas Red MLL mutant peptide, fluorescence polarization; Potency, µM (doses to about 61.6 µM), for inactives: at the highest dose FP activity change, negative = inhibition, hits mostly inhibitors; 270,000 compounds, 0.23% hits; AID 1768; active means well fitted inhibition curve with a large enough effect in the polarisation, with a control signal flat, not every such curve was filed as active; inconclusive means small, poorly fitted or top-dose-only effect, or effect the other way, or a change in a side signal; inactive means no such curve, though single readings can be large or run the other way; the % refers to the polarisation; further: potency means the concentration at half of the fitted maximal effect; % of control where 0% means no effect; many of its hits are not listed in these tables
Target sequence (O00255 whole entry, looked up): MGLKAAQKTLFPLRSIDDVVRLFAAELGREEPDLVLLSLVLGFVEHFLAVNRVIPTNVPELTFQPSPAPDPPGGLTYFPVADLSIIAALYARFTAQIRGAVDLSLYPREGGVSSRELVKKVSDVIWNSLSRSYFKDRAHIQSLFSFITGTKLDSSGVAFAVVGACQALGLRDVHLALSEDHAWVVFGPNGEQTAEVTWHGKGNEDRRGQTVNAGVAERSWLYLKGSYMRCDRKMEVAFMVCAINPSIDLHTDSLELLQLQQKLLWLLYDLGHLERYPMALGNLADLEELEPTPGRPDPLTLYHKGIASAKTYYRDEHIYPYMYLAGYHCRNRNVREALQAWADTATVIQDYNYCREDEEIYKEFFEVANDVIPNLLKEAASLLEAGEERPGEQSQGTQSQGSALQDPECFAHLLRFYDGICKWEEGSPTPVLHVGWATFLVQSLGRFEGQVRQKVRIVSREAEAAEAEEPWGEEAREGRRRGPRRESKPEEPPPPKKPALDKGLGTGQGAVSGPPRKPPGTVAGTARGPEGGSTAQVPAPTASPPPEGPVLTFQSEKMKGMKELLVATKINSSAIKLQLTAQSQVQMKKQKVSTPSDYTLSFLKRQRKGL
PKM2 activator – PKM2 (human) enzyme activation; P14618; 260,000 compounds, 0.34% hits; purified PKM2, Kinase-Glo ATP luminescence, activation; response scale: 0% is enzyme alone, no compound; Potency, µM (highest dose often 57.5 µM), for inactives: at the top dose activation, actives largely listed as activators; further: potency means the concentration at half of the fitted maximal effect; on the % scale 0 is the no-effect control and ±100 the full control effect; nearly all actives have a fitted effect of over 55% in size
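Purified hPK-M2 (>95%) run at intermediate activity with 0.1 mM ADP and 0.5 mM PEP in 50 mM imidazole pH 7.2, KCl, MgCl2; 1 h room temperature. ATP formed read by Kinase-Glo luminescence; normalized to uninhibited and no-enzyme controls.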
ELG1 genotox – induces genotoxicity in HEK293T cells with luciferase-tagged ELG1; HEK293T ELG1-luciferase reporter, luminescence, 16 h; Potency, µM (top dose mostly 46 µM), for the others: at the highest dose activity change, positive = activation, most hits filed as activators; 330,000 compounds, 1.3% hits; AID 504466; further: potency means the concentration at half of the fitted maximal effect; % of control where 0% means no effect; nearly all actives have a fitted effect of over 60% in size
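Cells (2,000/well) expressing the ELG1-luciferase fusion are dosed by pin tool and kept 16 hr at 37 °C, 5% CO2. Signal comes from ONE-Glo luciferase reagent after 30 min at room temperature.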
* = called active by the depositor; ? = inconclusive; · = not tested or not shown; [ ] = dose if it differs, or a comment. Unless noted, the call rests on the fitted dose curve; in most records, active means well fitted curve in the direction sought with a large enough effect; inconclusive means small, poorly fitted or top-dose-only effect, or another doubt; inactive means no such curve, though single readings can be large; an effect the other way counts as inactive or inconclusive. This is a subset. The share of hits here may be higher or lower than overall.

Labels used below: A = FLuc counter; B = Rab9 prom act; C = Giardia killer; D = BRCA1 expr act; E = NPC1 promoter act; F = RORgamma inh; G = VP16 counter; H = p53 reactivation; I = Menin-MLL TR inh; J = PKM2 activator; K = ELG1 genotox
> COc1ccc(NC(=O)CCCC(=O)O)cc1Cl
  A: -7.7%	B: -2.3%	C: 19.7	D: -13.8%	E: -2.7%	F: 7.0%	G: -14.1%	H: -1.8%	I: 1.1%	J: 1.4%	K: 0.3%
> O=[N+]([O-])c1nn(-c2ccccc2)[n+]([O-])c1N1CCN(c2ccccc2)CC1
  A: -1.4%	B: 0.8%	C: -81.1*	D: -23.9%	E: -0.3%	F: 10.7%	G: -9.2%	H: 21.8%	I: 2.7%	J: 0.4%	K: 0.5%
> Cc1ccccc1NS(=O)(=O)c1ccc(OCC(=O)NCC2CCCO2)cc1 (centres undefined)
  A: 0.0%	B: -0.8%	C: 3.5	D: -12.9%	E: 6.9%	F: -5.8%	G: -3.2%	H: 6.4%	I: ·	J: 8.9%	K: -0.8%
> Cc1cc(C)nc(Nc2ncc(O)n2-c2ccc(C)c(Cl)c2)n1
  A: 3.2%	B: 0.6%	C: 11.7	D: -14.1%	E: -2.2%	F: 11.2µM*	G: ?	H: 1.4%	I: -10.6%	J: -27.3%	K: -1.1%
> Cc1cccc(-n2c(C)nc3cc(C(=O)NCc4ccc5c(c4)OCO5)ccc32)c1
  A: -7.4%	B: -2.8%	C: 17.9	D: -7.1%	E: -1.4%	F: 65.7%	G: -29.7%	H: -1.9%	I: -8.1%	J: -14.2%	K: -0.3%
> Cc1occc1C(=O)Nc1ccc2c(c1)OCO2
  A: 23.9µM*	B: 2.82µM*	C: -10.7	D: 3.16µM*	E: 3.55µM*	F: 28.0%	G: 2.9%	H: ?	I: 33.9%[activator]	J: -30.8%	K: 20.6µM*
> O=C(O)Cn1cnc2scc(-c3ccccc3)c2c1=O
  A: -0.1%	B: -0.2%	C: -3.8	D: -12.5%	E: -3.4%	F: -14.8%	G: -0.1%	H: 16.9%	I: 0.4%	J: 3.5%	K: 1.3%
> CCC(=O)N/N=C(\C)CC(=O)Nc1ccc(F)cc1
  A: -1.1%	B: 1.8%	C: 9.0	D: -20.9%	E: 0.1%	F: ?	G: -2.0%	H: 0.4%	I: 7.7%	J: -6.9%	K: -0.5%
> Cn1cccc1-c1cc(C(=O)N/N=C/c2ccc([N+](=O)[O-])cc2)[nH]n1
  A: 1.2%	B: 2.1%	C: -18.6	D: -45.2%	E: 1.4%	F: -26.9%	G: -9.7%	H: -7.6%	I: 20.2%	J: -3.3%	K: 21.2%
> N#Cc1ccc(Oc2ccc(S(=O)(=O)N3CCCCC3)cn2)cc1
  A: 1.9%	B: -1.0%	C: -8.1	D: -18.4%	E: 2.9%	F: ·	G: ·	H: 0.6%	I: ·	J: ·	K: 1.5%

For reference, 9 of the compounds above.
Labels used below: A = FLuc counter; B = Rab9 prom act; C = Giardia killer; D = BRCA1 expr act; E = NPC1 promoter act; F = RORgamma inh; G = VP16 counter; H = p53 reactivation; I = Menin-MLL TR inh; J = PKM2 activator; K = ELG1 genotox
> COc1ccc(NC(=O)CCCC(=O)O)cc1Cl
  A: -7.7%	B: -2.3%	C: 19.7	D: -13.8%	E: -2.7%	F: 7.0%	G: -14.1%	H: -1.8%	I: 1.1%	J: 1.4%	K: 0.3%
> O=[N+]([O-])c1nn(-c2ccccc2)[n+]([O-])c1N1CCN(c2ccccc2)CC1
  A: -1.4%	B: 0.8%	C: -81.1*	D: -23.9%	E: -0.3%	F: 10.7%	G: -9.2%	H: 21.8%	I: 2.7%	J: 0.4%	K: 0.5%
> Cc1ccccc1NS(=O)(=O)c1ccc(OCC(=O)NCC2CCCO2)cc1 (centres undefined)
  A: 0.0%	B: -0.8%	C: 3.5	D: -12.9%	E: 6.9%	F: -5.8%	G: -3.2%	H: 6.4%	I: ·	J: 8.9%	K: -0.8%
> Cc1cc(C)nc(Nc2ncc(O)n2-c2ccc(C)c(Cl)c2)n1
  A: 3.2%	B: 0.6%	C: 11.7	D: -14.1%	E: -2.2%	F: 11.2µM*	G: ?	H: 1.4%	I: -10.6%	J: -27.3%	K: -1.1%
> Cc1cccc(-n2c(C)nc3cc(C(=O)NCc4ccc5c(c4)OCO5)ccc32)c1
  A: -7.4%	B: -2.8%	C: 17.9	D: -7.1%	E: -1.4%	F: 65.7%	G: -29.7%	H: -1.9%	I: -8.1%	J: -14.2%	K: -0.3%
> Cc1occc1C(=O)Nc1ccc2c(c1)OCO2
  A: 23.9µM*	B: 2.82µM*	C: -10.7	D: 3.16µM*	E: 3.55µM*	F: 28.0%	G: 2.9%	H: ?	I: 33.9%[activator]	J: -30.8%	K: 20.6µM*
> O=C(O)Cn1cnc2scc(-c3ccccc3)c2c1=O
  A: -0.1%	B: -0.2%	C: -3.8	D: -12.5%	E: -3.4%	F: -14.8%	G: -0.1%	H: 16.9%	I: 0.4%	J: 3.5%	K: 1.3%
> CCC(=O)N/N=C(\C)CC(=O)Nc1ccc(F)cc1
  A: -1.1%	B: 1.8%	C: 9.0	D: -20.9%	E: 0.1%	F: ?	G: -2.0%	H: 0.4%	I: 7.7%	J: -6.9%	K: -0.5%
> Cn1cccc1-c1cc(C(=O)N/N=C/c2ccc([N+](=O)[O-])cc2)[nH]n1
  A: 1.2%	B: 2.1%	C: -18.6	D: -45.2%	E: 1.4%	F: -26.9%	G: -9.7%	H: -7.6%	I: 20.2%	J: -3.3%	K: 21.2%

Next part
Labels used below: A = FLuc counter; B = Rab9 prom act; C = Giardia killer; D = BRCA1 expr act; E = NPC1 promoter act; F = RORgamma inh; G = VP16 counter; H = p53 reactivation; I = Menin-MLL TR inh; J = PKM2 activator; K = ELG1 genotox
> CN1CCN(C(=O)CCN2C(=O)/C(=C/c3ccccc3Cl)SC2=S)CC1
  A: ?	B: -20.9%	C: -5.7	D: -58.1%	E: -12.9%	F: 17.8µM*	G: -0.6%	H: -5.6%	I: -7.8%	J: 4.7%	K: 1.8%
> Cc1ncc([N+](=O)[O-])n1Cc1ccc(Cl)cc1
  A: 1.6%	B: -7.9%	C: -18.4	D: -7.4%	E: 0.2%	F: 10.6%	G: 2.8%	H: -3.4%	I: 4.5%	J: 3.6%	K: -0.5%
> CC(C)N1C(=O)N(c2cccc(Cl)c2)C(C)(O)CC1(C)C (centres undefined)
  A: 0.0%	B: -0.9%	C: 1.9	D: 2.4%	E: -2.6%	F: 7.94µM*	G: -2.8%	H: -2.5%	I: -13.5%	J: ·	K: -3.5%
> Cc1oc(C(=O)Nc2ccc(C(=O)O)cc2)cc1COc1ccccc1
  A: 10.7µM*	B: 13.3%	C: -5.1	D: 7.3%	E: 0.5%	F: 3.1%	G: 4.7%	H: 5.1%	I: -1.4%	J: -5.2%	K: 8.5%
> Cc1ccc(C)c(C(=O)CCC(=O)N2CCN(c3ncccn3)CC2)c1
  A: ?	B: ?	C: 14.7	D: 49.2%	E: 24.5%	F: 25.9%	G: 0.9%	H: 15.9%	I: -23.6%	J: ·	K: 2.5%
> O=C(c1ccccc1)N1CCN(Cc2c[nH]c3ccccc23)CC1
  A: -0.7%	B: 0.9%	C: 36.1[activator]	D: -30.6%	E: 0.7%	F: ?	G: 1.4%	H: -6.9%	I: -6.3%	J: -13.4%	K: -3.8%
> C=CCn1c(CCCNC(=O)C(C)(C)C)nc2ccccc21
  A: -7.2%	B: -15.4%	C: 0.5	D: 29.1%	E: -2.6%	F: -18.9%	G: 6.0%	H: ?	I: -14.7%	J: -2.0%	K: -5.3%
> CNC(=S)N(CCc1cccc(C)c1)Cc1cc2cc(OC)c(OC)cc2[nH]c1=O
  A: -1.3%	B: -1.4%	C: 13.9	D: -26.4%	E: 3.1%	F: 25.7%	G: -0.3%	H: 0.8%	I: 14.7%	J: -1.8%	K: 0.3%
> COc1ccccc1NC(=O)C(C)OC(=O)C1CCC(C(C)(C)C)CC1 (centres undefined)
  A: -10.4%	B: 0.0%	C: -2.5	D: -7.2%	E: -0.8%	F: ·	G: ·	H: 4.1%	I: ·	J: ·	K: 8.0%
> O=C(O)/C=C/C(=O)NCC1CCC(CNC(=O)/C=C/C(=O)O)CC1 (centres undefined)
  A: -0.8%	B: 1.3%	C: -9.1	D: -2.2%	E: -2.1%	F: -9.7%	G: -3.3%	H: -2.0%	I: ·	J: 3.0%	K: -0.9%

Screening results deposited in PubChem BioAssay by National Center for Advancing Translational Sciences (NCATS).
